NR3A LBD binder: modulates the human NR3A ligand-binding domain; 340,000 compounds, 2.5% hits; Tm shift relative to glycine control, % at 25 µM; NR3A LBD differential scanning fluorimetry, Tm shift; 0% = protein alone, 100% = glycine-bound protein;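 active = melting temperature shift of at least 10% of the positive control shift, at one fixed dose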
APJ antag: antagonists of human APJ apelin receptor. inhibition, % at 20 µM. 330,000 compounds, 0.32% hits. CHO-K1 APJ beta-arrestin complementation, luminescence. P35414;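 active = inhibition above about 40% at 20 µM, limit read from the data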;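 note: cells challenged with 10 nM apelin-13 agonist together with compound; plate controls were apelin-13 plus DMSO wells for no effect and DMSO wells lacking apelin-13 for full effect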
Target sequence (P35414 whole entry, looked up): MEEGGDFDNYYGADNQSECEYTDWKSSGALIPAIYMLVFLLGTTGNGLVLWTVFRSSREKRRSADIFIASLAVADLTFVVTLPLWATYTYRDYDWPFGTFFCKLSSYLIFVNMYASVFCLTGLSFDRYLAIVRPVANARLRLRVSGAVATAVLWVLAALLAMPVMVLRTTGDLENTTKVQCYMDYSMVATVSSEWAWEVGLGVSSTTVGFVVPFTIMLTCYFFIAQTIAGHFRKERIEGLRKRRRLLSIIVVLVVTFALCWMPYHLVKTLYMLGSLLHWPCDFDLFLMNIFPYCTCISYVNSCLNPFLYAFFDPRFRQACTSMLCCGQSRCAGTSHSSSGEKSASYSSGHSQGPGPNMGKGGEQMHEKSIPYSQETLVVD
tim10-1 inh: growth inhibitors of tim10-1 mutant yeast; S. cerevisiae tim10-1 ts strain growth, BacTiter-Glo, 24 h; inhibition, % at 20 µM; 330,000 compounds, 2.2% hits;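 active = inhibition of at least 40%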;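 note: mutant grown at 25 °C; 0% = DMSO wells with yeast and 100% = wells holding no yeast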
APJ agonist: activates the human apelin receptor APJ; P35414; CHO-K1 APJ PathHunter beta-arrestin, luminescence; 0% DMSO wells, 100% apelin; activation, % at 20 µM; 330,000 compounds, 0.11% hits; AID 2520;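 active = activation more than six SD over the plate average, tested at 20 µM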;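 note: 0% = DMSO alone and 100% = apelin-13 at 10 nM; some results filed as inactive read as strong as hits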
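system = engineered CHO-K1 APJ arrestin reporter cells | input = 1000 cells per well | timing = overnight seeding, 90 min compound at 25 °C, 1 h detection | measured by = enzyme-fragment complementation luminescence | read-out = beta-arrestin recruitment to APJ as agonist activity, luminescent signal | control set = negative DMSO alone, positive Apelin-13 at 10 nM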
tim23-1 inh: growth inhibitors of tim23-1 mutant yeast | S. cerevisiae tim23-1 growth, BacTiter-Glo luminescence, 24 h | inhibition, % at 20 µM | 330,000 compounds, 1.3% hits | AID 463212;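 active = growth inhibition of the mutant yeast at or above 50%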;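 note: temperature-sensitive mutant grown at 25 °C; plate controls were DMSO-treated mutant yeast for no effect and medium wells lacking yeast for full effect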
MIN6 prolif: MIN6 beta-cell proliferation induction. MIN6 cells proliferation, ATPlite luminescence, 48 h; cells starved in 0.2% serum; 100% = growth in 10% serum. 330,000 compounds, 0.29% hits. proliferation, % at 10 µM. AID 2380;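 active = compounds whose signal lies at least 3.5 SD above the mean of all wells on their plate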;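 note: 0% = DMSO-treated cells in low-serum medium and 100% = 10% serum control; some compounds called inactive have numbers as strong as hits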
MPTP block: blocks calcium-induced mitochondrial swelling; isolated mouse mitochondria, Ca2+ swelling absorbance, 30 min; inhibition, % at 10 µM; 360,000 compounds, 1.4% hits;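 active = inhibition of 50% or more, scaled per plate between neutral and stimulator controls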;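 note: 0% = DMSO wells given calcium and 100% = 1 mM EGTA wells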
TIM10 inh: inhibits growth of TIM10 yeast strain | S. cerevisiae TIM10 strain growth, BacTiter-Glo luminescence, 24 h | inhibition, % at 10 µM | 330,000 compounds, 1.4% hits | AID 463195;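 active = inhibition of 40% or more at the single tested concentration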;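 note: wild-type TIM10 isogenic control strain grown at permissive 25 °C; 0% = DMSO yeast wells and 100% = minimal medium wells without yeast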
NALP3 yeast inh: inhibitors of NALP3 inflammasome in yeast | inhibition, % at 10 µM | 330,000 compounds, 0.39% hits | Yeast reconstituted NLRP3/ASC/caspase-1, beta-gal luminescence, 24 h;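 active = inhibition of 50% or more; inactive = inhibition below 50%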;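 note: plate controls were induced DMSO wells for no effect and uninduced yeast grown without galactose for full effect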
* = called active by the depositor; nt = no result given.

SMILES	NR3A LBD binder	APJ antag	tim10-1 inh	APJ agonist	tim23-1 inh	MIN6 prolif	MPTP block	TIM10 inh	NALP3 yeast inh
CCNc1ccc2noc3c2c1C(=O)c1ccccc1-3	-513	17	56*	8	60*	-2	9.5	29	16
CCOC(=O)Cc1cnc(NC(=O)CSc2nc(C(C)C)cc(=O)[nH]2)s1	-1	5	11	-4	17	0	-1.3	-6	1
CCOC(=O)c1cn(CC)c2ccc(S(=O)(=O)N3CCC(C)CC3)cc2c1=O	0	9	7	0	26	2	-2.0	9	18
COCCCNC(=O)Cn1c(=O)n(CC(=O)N2CCCCC2)c(=O)c2sccc21	-1	13	-9	-2	-16	-3	-1.1	-7	-5
CN1CCN(S(=O)(=O)c2ccc(SCCOc3ccccc3)nc2)CC1	-1	1	48*	0	57*	-3	-0.7	49*	15
COCCNC(=O)CSc1nc2ccc(N3CCOCC3)cc2c(=O)n1CCc1ccccc1	-4	-35	37	8	38	0	2.1	29	21
O=C1CCCC(=O)C1C(c1ccc(Cl)cc1)C1C(=O)CCCC1=O	-1	-3	16	-2	18	4	-2.6	27	1
Cc1ccc(NS(=O)(=O)c2ccc(Cl)c(C(=O)Nc3ccccc3-c3nc4ccccc4[nH]3)c2)cc1C	34*	14	20	1	18	0	88*	-1	0
CSc1sccc1/C=N/O	1	-1	-7	0	-17	0	2.6	-7	-15
O=C(Oc1c(Cl)cc(Cl)c2cccnc12)N1CCOCC1	-2	8	21	-3	9	1	0.1	17	-4
CCNc1nc(C)nc2c1oc1ccccc12	-1	30	12	-4	13	-1	-0.1	7	-12
Cc1occc1C(=O)Nc1ccccc1C#N	1	9	-11	-3	5	-1	-0.6	4	-11
O=C(COC(=O)/C=C/c1cccc(F)c1)Nc1ncccn1	-9	-23	-4	-1	9	2	1.5	1	0
CCC(Oc1ccc(C)cc1)C(=O)Nc1ccccc1C(=O)N1CCOCC1 (stereo not given)	0	16	-2	-3	9	-4	-0.1	-6	16
Cc1cc(C)c[n+](-c2nc3ccccc3nc2[N-]S(=O)(=O)c2cccs2)c1	-3	3	10	1	8	0	0.1	2	0
CC(=O)Nc1ccc(OCC(=O)NCCc2ccccc2)cc1	0	13	3	-1	5	-3	-4.8	-13	1
CCc1ccc(NC(=O)C2=CC(c3ccc(OC)cc3)=NS(=O)(=O)N2C)cc1	-1	10	29	-2	27	-4	2.3	22	2
CSc1cccc(NC(=O)/C=C/c2ccccc2)c1	17*	1	30	-2	44	-2	52*	40	45
COc1ccc(CC(=O)OCC(=O)Nc2cccnc2Cl)cc1OC	-2	8	-2	-2	14	-1	1.0	3	18
NS(=O)(=O)c1cccc(NC(=O)CSc2nc3ccccc3n2-c2ccccc2)c1	-3	7	12	-1	-5	1	1.7	18	0

Continued; the last two above are carried over.
SMILES	NR3A LBD binder	APJ antag	tim10-1 inh	APJ agonist	tim23-1 inh	MIN6 prolif	MPTP block	TIM10 inh	NALP3 yeast inh
COc1ccc(CC(=O)OCC(=O)Nc2cccnc2Cl)cc1OC	-2	8	-2	-2	14	-1	1.0	3	18
NS(=O)(=O)c1cccc(NC(=O)CSc2nc3ccccc3n2-c2ccccc2)c1	-3	7	12	-1	-5	1	1.7	18	0
O=C1C2C3C=CC(C4CC34)C2C(=O)N1/N=C/c1ccc(-c2ccc([N+](=O)[O-])cc2)o1 (stereo not given)	-6	-1	17	3	6	1	4.3	6	5
CN(C)C(=O)N1CCN(S(=O)(=O)c2ccc3ccccc3c2)CC1	2	2	4	-4	16	0	-0.2	1	25
COc1nc(-c2ccccc2)ncc1S(=O)(=O)c1ccccc1	2	-1	-27	-2	-5	2	-1.3	-55	57*
O=C(NC(Cc1ccccc1)C(=O)O)c1cccnc1Cl (stereo not given)	1	10	-4	-2	0	-3	-0.5	-3	9
C=CCn1c(SC(C)C(=O)Nc2ccc(F)c(F)c2F)nnc1C1CC1 (stereo not given)	-2	8	1	6	4	0	0.5	0	7
Cn1cc(CCC(=O)N2CCCC(C(=O)c3cccc4ccccc34)C2)cn1 (stereo not given)	5	-3	15	-2	10	-2	1.1	-8	1
CC(=O)Nc1cccc(N/C(N)=N/c2nc(C)cc(C)n2)c1	-1	-8	6	-2	-17	-1	0.4	-2	-1
O=C(OCC(=O)N1CCN(S(=O)(=O)c2ccc(Cl)cc2)CC1)C1CC1	0	-9	1	-1	13	6	-3.0	2	6
CCSC1=C(C#N)C(c2cccc(O)c2)CC(=O)N1 (stereo not given)	-1	8	11	-3	10	3	0.8	-5	-2
Cc1ccc(SC[C@H](CC(C)C)N2CCN(C)CCC2=O)cc1	-1	8	13	11	-2	4	1.3	-9	-2
CCOc1ccc(NC(=O)C2CCN(c3nnnn3-c3ccccc3)CC2)cc1	1	-8	16	-2	18	0	-1.1	13	13
Cc1ccc(C)c(NC(=O)CN(C)C(=O)CN2C(=O)NC3(CCc4ccccc43)C2=O)c1 (stereo not given)	1	3	-4	-2	-9	-1	-1.6	-1	6
CCCN1CCC(N(C)CCc2ccc(OC)c(OC)c2)CC1	1	17	-8	0	-9	-1	-0.9	-2	18
CCC(C)[C@H](NC(=O)N1CCn2c1nc1ccccc12)C(=O)NCCc1ccccc1 (stereo not given in full)	1	3	-4	-1	11	-4	-0.3	8	6
Cc1ccc(C(=O)NCCc2nnc3ccc(NCc4ccc5c(c4)OCO5)nn23)cc1	1	18	-18	1	-2	-1	-1.7	-1	11
O=C1CCCN1CC(O)CS(=O)(=O)Cc1ccc(Cl)cc1Cl (stereo not given)	0	15	8	-4	-5	-1	1.3	-3	-9
Cc1nnc(SCC(=O)Nc2ccc3c(c2)COC3=O)n1-c1ccccc1	2	12	11	-2	9	-4	-1.6	12	-2
COc1cc(C(=O)Nc2ccc(S(=O)(=O)N3CCCCC3C)cc2)cc(OC)c1OC (stereo not given)	-6	-2	46*	-4	26	-3	6.6	36	-1
CCCn1nc(C(=O)NNC(=O)Cc2ccc(S(=O)(=O)N3CCOCC3)s2)c2ccccc2c1=O	-2	-4	9	-3	-6	-3	-0.8	2	-2
Cc1ccc(C)c(NC(=S)NC23CN4CN(CN(C4)C2)C3)c1	-1	-37	-4	-1	11	-1	-0.3	1	10
Clc1ccc(-c2cnc3n2CCC3)cc1	-2	-8	22	-3	-4	-3	-2.4	-6	-10
CC(=O)c1ccc(S(=O)(=O)Nc2ccc(-c3ccc4nnc(C)n4n3)cc2)cc1	-1	-4	14	-1	-16	2	2.0	-15	-7
O=C(Nc1cc(C(=O)N2CCCC2)ccc1N1CCCC1)c1ccccc1	-1	-6	4	2	-2	-3	1.3	-15	10
Cc1cc(C)c2c(N)c3ccccc3nc2n1	-4	19	36	-4	1	7.5*	2.6	45*	6
CC(C)(C)n1c(O)c2ccc(C(=O)N=NC(=O)c3ccccc3)cc2c1O	-1	7	-4	2	3	-4	0.4	-12	22
COC(=O)C1CCN(S(=O)(=O)CCNC(=O)c2ccc3c(c2)OCO3)CC1	-1	10	6	0	13	1	-1.0	1	12
CCC(C)Nc1nc2c(c(=O)n(C)c(=O)n2C)n1Cc1ccc(F)cc1 (stereo not given)	nt	15	-14	-2	20	-1	0.2	11	-1
COc1cc(C(=O)NCC(=O)OCCN2C(=O)c3ccccc3C2=O)cc(OC)c1OC	1	-4	14	-2	16	0	-0.6	-9	-9
Cn1c(SCC(=O)NC(C)(C)C)nnc1-c1cccc(NC(=O)c2ccccc2F)c1	-1	7	16	-3	7	0	0.0	-6	-1
CN(CCOc1ccc(-c2ccn(S(=O)(=O)c3cccc4ccccc34)n2)cc1)c1ccccn1	-2	1	13	-3	3	-4	0.0	5	12
CCOC(=O)C1=NN(c2ccccc2)C(=O)C1	0	-24	0	-3	11	1	0.0	-5	0
Clc1ccc(-c2nnn(Cc3nc4ccccc4s3)n2)cc1	-10	-4	25	-7	8	-2	1.4	1	34
Cc1ccc(NC(=O)CSc2nc(NS(=O)(=O)c3ccccc3)cc(=O)[nH]2)cc1	-1	-1	13	-4	-12	5	1.3	1	-11
COC(=O)c1ccccc1S(=O)(=O)NNC(=O)Nc1ccccc1	0	17	-1	-3	9	-3	-1.2	-3	13
COC(=O)Cc1csc(Nc2ccccc2Cl)n1	-1	1	7	2	7	0	-3.0	5	22
CC(C)N(C(=S)NC1CC2CCC1C2)c1ccccc1 (stereo not given)	1	-1	27	-3	35	5	0.9	29	15
CCc1ccc(NC(=O)CN2C(=O)C(=O)N(Cc3ccccc3)C2=O)cc1	nt	-8	-11	-1	2	-2	nt	4	5
CCCCCCNC(=O)CCNS(=O)(=O)c1ccc(C)cc1	2	-5	-3	-4	1	0	-0.1	-14	6
Brc1ccc(OCc2cn3ccccc3n2)cc1	-2	2	22	-2	-3	-5	1.2	7	34
Nn1c(SCC(=O)NCc2ccccc2)nncc1=O	1	-22	17	0	14	0	0.1	-16	10
O=[N+]([O-])c1cc2c(cc1/C=N/NS(=O)(=O)c1ccc(Br)cc1)OCO2	-4	-15	38	2	23	0	-1.8	31	0
Cc1cccc(C)c1NC(=O)N1CCN(c2nc3ccccc3s2)CC1	1	1	11	-2	21	-2	0.7	18	17

Entries of single compounds, quoted from the list. Screens in order: NR3A LBD binder, APJ antag, tim10-1 inh, APJ agonist, tim23-1 inh, MIN6 prolif, MPTP block, TIM10 inh, NALP3 yeast inh
Profile of O=C1CCCC(=O)C1C(c1ccc(Cl)cc1)C1C(=O)CCCC1=O → -1, -3, 16, -2, 18, 4, -2.6, 27, 1
Profile of O=C(Oc1c(Cl)cc(Cl)c2cccnc12)N1CCOCC1 → -2, 8, 21, -3, 9, 1, 0.1, 17, -4
Profile of Cc1cccc(C)c1NC(=O)N1CCN(c2nc3ccccc3s2)CC1 → 1, 1, 11, -2, 21, -2, 0.7, 18, 17
Profile of Cc1nnc(SCC(=O)Nc2ccc3c(c2)COC3=O)n1-c1ccccc1 → 2, 12, 11, -2, 9, -4, -1.6, 12, -2
Profile of Cc1occc1C(=O)Nc1ccccc1C#N → 1, 9, -11, -3, 5, -1, -0.6, 4, -11

Source: PubChem (Sanford-Burnham Center for Chemical Genomics)
